Source: PubChem (National Center for Advancing Translational Sciences (NCATS))
FEN1 inhibitor: qHTS Assay for the Inhibitors of Human Flap endonuclease 1 (FEN1) | 390,000 tested, 0.35% active | Recombinant FEN1 flap cleavage, fluorescence, 15 min | P39748 | Potency, µM (highest dose often 114 µM), inactives show at the highest dose activity change, negative = inhibition, usual class: inhibitors; also: nearly all actives have a fitted effect of over 65% in size
Target sequence (P39748 whole entry, looked up): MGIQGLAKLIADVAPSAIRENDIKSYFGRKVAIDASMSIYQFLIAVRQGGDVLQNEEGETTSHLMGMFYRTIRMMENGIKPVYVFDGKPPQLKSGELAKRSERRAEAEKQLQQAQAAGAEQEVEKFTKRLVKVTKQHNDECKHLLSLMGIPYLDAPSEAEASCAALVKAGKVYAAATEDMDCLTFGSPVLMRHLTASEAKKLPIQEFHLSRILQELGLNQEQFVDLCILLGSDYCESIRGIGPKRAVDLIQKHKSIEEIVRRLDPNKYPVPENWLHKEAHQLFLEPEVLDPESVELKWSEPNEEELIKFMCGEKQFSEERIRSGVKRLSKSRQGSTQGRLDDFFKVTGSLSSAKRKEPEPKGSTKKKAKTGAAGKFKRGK
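With each library titrated from low to high concentration, compounds met 10 nM FEN1 for 15 min at room temperature before 50 nM substrate was added; readings at 0 and 15 min fed four-parameter Hill curve fits.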
KAT2A inh: qHTS Assay for Inhibitors of GCN5L2 | Histone acetyltransferase KAT2A (Homo sapiens), Q92830 | GCN5L2 HAT assay, ThioGlo1 CoA-SH fluorescence | Potency, µM (top dose mostly 58.9 µM), inactives show at the highest dose activity change, negative = inhibition, usual class: inhibitors | 390,000 tested, 0.21% active
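ThioGlo1-coupled HAT assay: 20nM GCN5L2, 70uM acetyl-CoA, 75uM H3(1-25) peptide, pH 7.5. Fluorescence read at 340/540nm at start and after 20 min at room temperature.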
N370S GC mod: qHTS Assay for Inhibitors and Activators of N370S glucocerebrosidase as a Potential Chaperone Treatment of Gaucher Disease; Lysosomal acid glucosylceramidase (Homo sapiens), P04062; N370S GC spleen homogenate, 4MU-glucoside fluorescence; Potency, µM (doses to about 59.4 µM), without a hit: at the top dose activity change, negative = inhibition, usual class: inhibitors; 330,000 tested, 0.092% active; AID 2101, 2009;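 also: 0% = full enzyme activity and -100% = no enzyme basal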
An asterisk follows results filed as active; ? = inconclusive; · = not tested or not shown; & = joins results of further samples; [ ] = another dose, or the depositor's remark. Calls follow the shape of the dose curve; as a rule, active = well fitted curve in the direction sought with a large enough effect; inconclusive = small, poorly fitted or top-dose-only effect, or another doubt; inactive = no such curve, though single readings can be large; an effect the other way counts as inactive or inconclusive. Unless noted, % is scaled to controls: 0 for no effect and ±100 for the full control effect; potency is read from the fitted curve at half-maximal effect.

The first 2 entries as a preview:
#1 COc1ccccc1Oc1c(C)oc2cc(OC(=O)N(C)C)ccc2c1=O
#2 Cc1ccsc1/C=C1\C(=O)NC(=S)N(C)C1=O

Assay by compound	1	2
FEN1 inhibitor	-7%	79µM*
KAT2A inh	?	-4%
N370S GC mod	1%	-15%

All compounds of this part, previewed entries included:
#1 COc1ccccc1Oc1c(C)oc2cc(OC(=O)N(C)C)ccc2c1=O
#2 Cc1ccsc1/C=C1\C(=O)NC(=S)N(C)C1=O
#3 N#Cc1ccc(N2CCNCC2)c(F)c1
#4 c1ccc(N2CCCC3(CCNCC3)C2)nc1
#5 CC(C)CN1CCN(Cc2c(F)cccc2Cl)CC1CCO (stereo not drawn)
#6 O=c1[nH]c(=O)n(Cc2ccco2)c(O)c1C=NC1CC1
#7 CC(=O)Nc1ccc(C(=O)C(Cc2ccccc2)N(C)C)cc1 (stereo not drawn)
#8 CCN(CC)CCCN=C(C)c1c(O)n(-c2ccccc2)c(=O)[nH]c1=O

Assay by compound	1	2	3	4	5	6	7	8
FEN1 inhibitor	-7%	79µM*	-9%	·	11%	1%	-1%	-1%
KAT2A inh	?	-4%	-2%	7%	3%	-7%	-2%	-2%
N370S GC mod	1%	-15%	0%	-26%	1%	6%	?	-4%

Shown bar-delimited: entries from further up.
item | Structure | FEN1 inhibitor | KAT2A inh | N370S GC mod
3 | N#Cc1ccc(N2CCNCC2)c(F)c1 | -9% | -2% | 0%
4 | c1ccc(N2CCCC3(CCNCC3)C2)nc1 | · | 7% | -26%
5 | CC(C)CN1CCN(Cc2c(F)cccc2Cl)CC1CCO (stereo not drawn) | 11% | 3% | 1%
6 | O=c1[nH]c(=O)n(Cc2ccco2)c(O)c1C=NC1CC1 | 1% | -7% | 6%
7 | CC(=O)Nc1ccc(C(=O)C(Cc2ccccc2)N(C)C)cc1 (stereo not drawn) | -1% | -2% | ?
8 | CCN(CC)CCCN=C(C)c1c(O)n(-c2ccccc2)c(=O)[nH]c1=O | -1% | -2% | -4%

New compounds follow.
#9 CCC(=O)c1ccc(OCC(=O)N2CCN(CC(=O)Nc3ccccc3C(F)(F)F)CC2)cc1
#10 CC(C)c1c(CN(C)[C@@H](C)Cc2ccccc2)n(C)n(-c2ccccc2)c1=O
#11 O=c1cccc2n1CC1CC2CN(C(c2cccc(F)c2)c2sc3ncnn3c2O)C1 (stereo not drawn)
#12 Clc1ccc([C@@H]2C[C@H]3CC[C@@H]2N3)cn1
#13 Cc1cc(C)c(C(=O)CN2CCOCC2)c(C)c1
#14 COc1cc2[nH]c(=O)n(-c3ccc(C)cc3)c(=O)c2cc1OC
#15 NCCc1cc(O)c(O)cc1O
#16 CC(=O)N1CC(=O)Nc2ccc(C)cc2C1c1ccccc1 (stereo not drawn)

Assay by compound	9	10	11	12	13	14	15	16
FEN1 inhibitor	-13%	·	1%	·	1%	11%&8%	25µM*	10%
KAT2A inh	3%	4%[21.4 µM]	1%	-13%	-5%	-3%&11%	?	0%
N370S GC mod	·	-6%[21.6 µM]	5%	-7%	-2%	6%	-3%&-6%	-16%

#17 COc1ccc(-c2cc(-c3ccccc3)[n+](C)c(-c3ccccc3)c2)cc1
#18 CCOP(=S)(OCC)SCn1c(=O)oc2cc(Cl)ccc21
#19 COc1cc(C=C2C(=O)NC(=O)NC2=O)ccc1OCc1ccc([N+](=O)[O-])cc1
#20 CCCCC[C@@H](/C=C/C=C\CCCCCCCC(=O)O)OO
#21 Cc1nn(Cc2ccccc2)c(Cl)c1C(=O)NC1CCCc2ccccc21 (stereo not drawn)
#22 COc1ccccc1N(CC(=O)NC1CCCC1)C(=O)c1cnn(C(C)C)c1
#23 CCOC(=O)C1(CCOc2ccccc2)CCN(C(C)CSC)CC1 (stereo not drawn)
#24 CCC(C)n1c(C)cc(C(N)=O)c1C (stereo not drawn)

Assay by compound	17	18	19	20	21	22	23	24
FEN1 inhibitor	-103%	·	-8%	·	-11%	2%	3%	-2%
KAT2A inh	-5%	?	-10%	18%	-3%	1%	-7%	-3%
N370S GC mod	3%	14%	3%	-2%&9%	1%	3%	-21%	-8%

#25 O=C1/C(=C/c2ccc3c(c2)OCO3)N2CCC1CC2
#26 O=c1c2ccccc2nc(-c2ccco2)n1-c1ccc(Br)cc1
#27 CCn1c(=O)cc(OCC(=O)N2CCN(Cc3ccc4c(c3)OCO4)CC2)c2ccccc21
#28 O=C(CN1CC(c2ccccc2)CC1=O)Nc1ccc(F)cc1 (stereo not drawn)
#29 CCOC(=O)CC(SP(=S)(OC)OC)C(=O)OCC (stereo not drawn)
#30 O=C(CCCOc1ccc(Cl)cc1Cl)N1CCC2(CC1)OCCO2
#31 Cc1nc2ccccc2c(=O)n1-c1cccc([N+](=O)[O-])c1
#32 Cc1nn(Cc2ccccc2Cl)c(C)c1C(=O)NC1CCCc2ccccc21 (stereo not drawn)

Assay by compound	25	26	27	28	29	30	31	32
FEN1 inhibitor	1%	0%	-13%	-6%	·	16%	-22%	33%
KAT2A inh	4%	-5%	-1%	-3%	?	-1%	-6%	-6%
N370S GC mod	-2%	4%	-9%	-6%	2%	-11%	-2%	18%

#33 CCOP(=O)(OCC)C1(O)C(=O)Nc2ccccc21 (stereo not drawn)
#34 O=Cc1cn(Cc2ccccc2F)c2ccccc12
#35 C[C@@H]1O[C@@H](Oc2c(-c3ccc(O)c(O)c3)oc3cc(O)cc(O)c3c2=O)[C@H](O)[C@H](O)[C@H]1O
#36 CSCCC(NC(=O)CCC(=O)OC1CC[C@H]2[C@@H]3CC[C@H]4CC(=O)CC[C@]4(C)[C@H]3CC[C@]12C)C(=O)O (stereo partly drawn)
#37 CC(CCC(=O)O)C1CCC2C3CC[C@@H]4CCCC[C@@]4(C)C3CC[C@@]12C (stereo partly drawn)
#38 NC(N)=Nc1ccc2[nH]c3c(c2c1)C[C@@]1(O)[C@H]2Cc4ccc(O)c5c4[C@@]1(CCN2CC1CC1)C3O5 (stereo partly drawn)
#39 CCCCC(C#N)(Cn1cncn1)c1ccc(Cl)cc1 (stereo not drawn)
#40 O=c1c2ccccc2nc(/C=C/c2ccco2)n1-c1ccccc1O

Assay by compound	33	34	35	36	37	38	39	40
FEN1 inhibitor	0%	-4%	?	-1%	·	?	·	-15%
KAT2A inh	-7%	-5%	-3%	-2%	?	0%	-12%	6%
N370S GC mod	3%	14%	·	-11%	-4%	·	-6%	-8%

#41 CC1CCN(CC(=O)c2ccc3c(c2)OCCO3)CC1
#42 Cc1ccc(S(=O)(=O)CC(C)(O)C(=O)Nc2cccc(C(F)(F)F)c2)cc1 (stereo not drawn)
#43 CN1C(=O)C(c2ccc([N+](=O)[O-])cc2[N+](=O)[O-])C(=O)N(C)C1=O
#44 CC1C(OC(=O)CCC(=O)NC(C)(C)CO)O[C@H]2OC3(C)CC[C@H]4[C@H](C)CCC1C24OO3 (stereo partly drawn)
#45 CCCCNC(=S)N1CCn2cccc2C1c1cccnc1 (stereo not drawn)
#46 COc1ccc(CNCCc2cccc(F)c2)c2ccccc12
#47 O=C(O)C1=CC2c3ccccc3C1c1ccccc12
#48 CC(C(O)c1ccccc1)N(C)CCn1cnc2c1c(=O)n(C)c(=O)n2C (stereo not drawn)

Assay by compound	41	42	43	44	45	46	47	48
FEN1 inhibitor	-3%	-4%	-6%	19%	1%	·	1%	7%
KAT2A inh	-1%	-13%	0%	-7%	-15%	-5%	-3%	-6%
N370S GC mod	3%	-4%	-2%	-6%	10%	?	1%	-12%

#49 CCCCCCCCn1sccc1=O
#50 CCCNC(=O)N1[C@H]2CC[C@@H]1C(C(=O)OC)=C(c1ccc(OC(F)(F)F)cc1)C2
#51 Cc1ccc(Cn2cc(C=O)c3ccccc32)cc1
#52 O=c1[nH]c(=O)n(Cc2ccccc2Cl)c(O)c1/C=C1/C=CC=N1
#53 Cc1ccc(OP(=O)(NCc2ccccc2)Oc2ccc(C)cc2)cc1
#54 Cc1ccc(-n2c(/C=C/c3cccc(C(F)(F)F)c3)nc3ccccc3c2=O)cc1
#55 CC(C)(C)n1cc(C(=O)c2ccccc2)cc1-c1ccccc1
#56 CCCN1CCCC(C(=O)c2cc(C)c(OC)c(C)c2)C1 (stereo not drawn)

Assay by compound	49	50	51	52	53	54	55	56
FEN1 inhibitor	-12%	-4%	?	-17%	-8%	21%	4%	1%
KAT2A inh	?	-5%	16%	3%	-7%	-4%	4%	-7%
N370S GC mod	-7%	·	-2%	4%	?	·	?	-5%

#57 CNC[C@H](O)c1ccc(OC(=O)C(C)(C)C)c(OC(=O)C(C)(C)C)c1
#58 CC1OC(C)OC(C)O1 (stereo not drawn)
#59 COc1ccc(C(C)=O)cc1Cc1c(O)[nH]c(=S)[nH]c1=O
#60 COc1cc2c3cc1Oc1c(OC)c(OC)cc4c1[C@H](Cc1ccc(cc1)Oc1cc(ccc1O)C[C@H]3N(C)CC2)N(C)CC4
#61 COc1ccc(N2C(=O)NC(=O)/C(=C\c3cn(C)c4ccccc34)C2=O)cc1
#62 CCc1ccc(CNCCc2c[nH]c3ccccc23)cc1
#63 C=CCn1c(=O)c(C=Nc2cccc([N+](=O)[O-])c2)c(O)n(CCCC)c1=O
#64 COC(=O)C1(O)CC2OC1(C)n1c3ccccc3c3c4c(c5c6ccccc6n2c5c31)C(=O)NC4 (stereo not drawn)

Assay by compound	57	58	59	60	61	62	63	64
FEN1 inhibitor	·	·	18%	-36%	13%	-8%	-8%	·
KAT2A inh	?	-3%&17%	?	-1%	-27%	-15%	-19%	22%[12.7 µM]
N370S GC mod	-7%[21.6 µM]	2%	-9%	·	-5%	5%	4%[12.8 µM]	-17%[12.8 µM]

#65 CN(C)c1ccc(N=O)cc1
#66 O=c1[nH]c(=O)n(Cc2ccccc2)c(O)c1C=NCCN1CCOCC1
#67 CC(C)CCn1c(N)c(C(=O)OCC2CCCO2)c2nc3ccccc3nc21 (stereo not drawn)
#68 Cc1ccc(S(=O)(=O)N2CCCCC2)cc1NC(=O)CN1CC=C(c2ccccc2)CC1
#69 CSCCC(N=Cc1c(O)n(-c2ccc(F)cc2)c(=O)[nH]c1=O)C(=O)OC(C)(C)C (stereo not drawn)
#70 FC(F)(F)c1ccccc1N1CC1c1ccncc1 (stereo not drawn)
#71 CCCCC/C=C\C/C=C\C/C=C\C/C=C\CCCC(=O)NCCCC(=O)O
#72 O=c1c2ccccc2nc(Cc2cccc([N+](=O)[O-])c2)n1-c1ccc(O)cc1

Assay by compound	65	66	67	68	69	70	71	72
FEN1 inhibitor	17%	-16%	-18%	-6%	-6%	-5%	·	-8%
KAT2A inh	·	-15%	-12%	-6%	-9%	10%	14µM*	-4%
N370S GC mod	-19%	14%	?	-6%	6%	-5%	-20%	?

#73 CCOC(=O)C(O)(c1cn(C)c2ccccc12)C(F)(F)F (stereo not drawn)
#74 CC(C)(O)C1C2OC(=O)C1[C@]1(O)C[C@H]3O[C@]34C(=O)O[C@H]2[C@]14C (stereo partly drawn) (tested in a mixture with another compound)
#75 O=c1[nH]c2ccccc2c(=O)n1-c1ccc(Cl)cc1Cl
#76 CN1C(=O)COc2c(C(=O)NC3CN4CCC3CC4)cc(Cl)cc21 (stereo not drawn)

Assay by compound	73	74	75	76
FEN1 inhibitor	-4%	·	-6%	·
KAT2A inh	1%	2%	-10%	?
N370S GC mod	3%	-6%	12%	18%&0%

Some of the compounds tested; rates above refer to the full screens.
